Compound activity as filed in PubChem.
GIRK2 activator – GIRK2 channel activators by thallium flux | P48051 | HEK293 GIRK2/NPY4 cells, thallium flux fluorescence | activation (% efficacy), % for hits at 37.5 µM | 34,000 tested, under 10 active | AID 1259324;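 active = primary screen hit, no activity in plain HEK293 cells, and in GIRK2-only cells above 5% efficacy rising with concentration; inactive = the rest, including fluorescent compounds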;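 also: efficacy is normalized control-subtracted fluorescence 15 s after thallium addition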
Target sequence (P48051 whole entry, looked up): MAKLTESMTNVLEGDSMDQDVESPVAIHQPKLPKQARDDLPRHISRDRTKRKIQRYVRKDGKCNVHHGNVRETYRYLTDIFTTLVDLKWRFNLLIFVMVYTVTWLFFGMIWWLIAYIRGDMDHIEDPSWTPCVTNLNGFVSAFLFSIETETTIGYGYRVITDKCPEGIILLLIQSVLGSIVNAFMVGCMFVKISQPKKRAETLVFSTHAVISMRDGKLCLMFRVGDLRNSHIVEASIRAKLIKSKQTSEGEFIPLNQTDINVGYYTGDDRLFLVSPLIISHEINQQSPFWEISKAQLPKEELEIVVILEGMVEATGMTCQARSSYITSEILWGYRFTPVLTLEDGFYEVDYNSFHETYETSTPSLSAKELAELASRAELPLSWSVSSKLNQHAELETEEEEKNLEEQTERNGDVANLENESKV
Calls only; i = inactive. Some of the compounds tested. The share of hits here may be higher or lower than overall.

SMILES | GIRK2 activator
CCS(=O)(=O)N1CCN(c2nc(C)cc(Nc3ccc(C)cc3)n2)CC1 | i
COc1cc(NC(=O)COc2ccc(C)cc2)ccc1N1CCCCC1=O | i
O=C(NCC(O)c1ccsc1)Nc1ccc2c(c1)OCO2 (stereo not drawn) | i
O=C(Cc1csc(Nc2cccc(Cl)c2)n1)NC1CCCCC1 | i
COc1cccc(NC(=O)Cn2c(=O)n(Cc3ccccc3)c(=O)c3nscc32)c1 | i
Cc1cccc(NC2SC(=O)N(C(C)C)C2=O)c1 (stereo not drawn) | i
Cc1cc(-c2nnc(NC(=O)C3(c4ccc(Cl)cc4)CCCC3)o2)n(C)n1 | i
O=C(Oc1ccc(F)cc1)c1cc2cc([N+](=O)[O-])ccc2oc1=O | i
CSc1ccc2nc(N3CCN(C(=O)C4CCCN4S(C)(=O)=O)CC3)sc2c1 (stereo not drawn) | i
CC(C)n1ccc(C(=O)Nc2nnc(-c3cccc(Cl)c3)o2)n1 | i
O=C(NCCc1c[nH]c2ccccc12)C1(c2ccc(F)cc2)CC1 | i
Cc1c(Cl)cccc1S(=O)(=O)NCC1CCN(C(=O)c2cccn(C)c2=O)CC1 | i
COc1ccc(-c2cc(CC(=O)Nc3nnc(C)s3)no2)cc1 | i
COc1cc(COCC2CCN(C(=O)c3ccc(F)cc3F)CC2)cc(OC)c1 | i
CC(C)n1c(=O)c2nscc2n(CC(=O)Nc2ccc3c(c2)OCO3)c1=O | i
O=C(NCc1ccccc1)Nc1ccc2c(c1)CN(C(=O)C1CC1)CC2 | i
OC(COc1ccc(F)cc1)CN1CCN(Cc2ccc(Cl)cc2)CC1 (stereo not drawn) | i
COC(=O)N1CCC(CNC(=O)c2nc3ccccc3s2)CC1 | i
O=C(Cn1cnc(-c2cccs2)cc1=O)N1CCN(c2ncccn2)CC1 | i
CC(C)c1nnc(C2CCN(C(=O)CCc3ccccc3)CC2)o1 | i
O=C(NCCc1c[nH]c2ccccc12)C1CCCN(c2ccc(-n3ccnc3)nn2)C1 (stereo not drawn) | i
COc1ccc(-c2ccc(C)c(NS(=O)(=O)c3ccc(NC(=O)C(C)C)cc3)c2)nn1 | i
COc1ccc(NC(=O)c2ccc(=O)n(CC(=O)Nc3ccc(C(F)(F)F)cc3)n2)cc1 | i
Cc1nc(-c2cccc(NC(=O)c3nc(-c4cnccn4)no3)c2)cs1 | i
CCCc1c(C(=O)Nc2ccccc2Cl)nnn1-c1ccccc1 | i

Other structures
SMILES | GIRK2 activator
Cc1nc(NC(=O)c2ccc(S(=O)(=O)N(C)c3ccccc3)cc2)sc1C | i
COc1cccc(N2CC(C(=O)Nc3ccc4c(c3)N(C(=O)c3cccs3)CC4)CC2=O)c1 (stereo not drawn) | i
COc1cc(NC(=O)c2cnccn2)ccc1N1CCCCC1=O | i
CC(C)C(=O)N1CCc2ccc(NC(=O)/C=C/c3ccccc3)cc2C1 | i
Cc1ccsc1C(O)CNC(=O)CN1C(=O)CCC1=O (stereo not drawn) | i
COc1cc(C(=O)NCCN2CCOC(c3ccccc3)C2)cc(OC)c1OC (stereo not drawn) | i
CC(=O)NC1C(O)C(O)C(CO)OC1n1nc(COc2ccccc2Cl)n(C(C)C)c1=S (stereo not drawn) | i
Cc1cc(=O)[nH]c2cc(NC(=O)C(C)(C)C)ccc12 | i
Cc1nc2sccn2c1-c1nnc(SCC(=O)Nc2ccc3c(c2)OCO3)n1C | i
COc1ccccc1OCC(=O)Nc1ccc(N2CCCC2=O)c(C)c1 | i
Cc1cc(S(=O)(=O)NC2CC(=O)N(C)C2)c(Cl)cc1Cl (stereo not drawn) | i
Cc1cc(NC(=O)CSc2ncc(-c3ccc(F)cc3)o2)ccc1F | i
O=C(NCC(O)c1ccc(C(F)(F)F)cc1)C1(c2ccc(Cl)cc2)CCCC1 (stereo not drawn) | i
Cc1ccc(-n2ncc3c(=O)[nH]c(-n4nc(C)cc4NC(=O)CC4CCCC4)nc32)cc1 | i
O=C(NCCNc1ccc(Nc2ccncc2)nn1)c1ccc2c(c1)OCO2 | i
COc1ccccc1NC(=O)Cn1cc(OC)c(=O)cc1CSc1nnc(C)s1 | i
COc1ccccc1OCC(=O)NCC1(c2cccs2)CCCC1 | i
COc1ccc(NC(=O)Cn2c(=O)n(C(C)C)c(=O)c3nscc32)c(OC)c1 | i
O=C(CSc1nc(=O)n(CCCO)c2c1CCCC2)N1CCCCC1 | i
CS(=O)(=O)c1ccc(NC(=O)Cn2ccc3ccn(Cc4ccccc4)c3c2=O)cc1 | i
O=C(NCC(O)c1ccc(C(F)(F)F)cc1)C1(c2cccs2)CCCC1 (stereo not drawn) | i
COc1ccc(CCS(=O)(=O)NCC2(c3ccc(OC)cc3)CCOCC2)cc1 | i
COc1ccc(Cl)cc1NC(=O)N1CCN(CC(F)(F)F)CC1 | i
Cc1ccc(S(=O)(=O)NCC(O)(c2ccco2)C2CC2)cc1Cl (stereo not drawn) | i
CC(NC(=O)C(=O)NCCN1CCC(c2cccs2)CC1)c1ccccc1 (stereo not drawn) | i

Arranged by number of heavy atoms (falling): four of the compounds above.
SMILES | GIRK2 activator
COc1ccccc1NC(=O)Cn1cc(OC)c(=O)cc1CSc1nnc(C)s1 | i
O=C(NCCNc1ccc(Nc2ccncc2)nn1)c1ccc2c(c1)OCO2 | i
COc1cc(NC(=O)c2cnccn2)ccc1N1CCCCC1=O | i
Cc1ccsc1C(O)CNC(=O)CN1C(=O)CCC1=O (stereo not drawn) | i

Other compounds
SMILES | GIRK2 activator
CC(C)c1ccc(NC(=O)NCCn2nc(-c3cccnc3)ccc2=O)cc1 | i
Cc1cc(C)n(CC(O)COc2ccc3c4c(c(=O)oc3c2)CCC4)n1 (stereo not drawn) | i
CC1CCCN(CC(O)COC2CC3CCC2(C)C3(C)C)C1 (stereo not drawn) | i
CS(=O)(=O)N1CCCCC1C(=O)Nc1ccc(Cl)cc1 (stereo not drawn) | i
Cc1c(Cl)cccc1NC(=O)Cc1cc(-c2ccc3c(c2)OCO3)on1 | i
CC(C)(C)CC(=O)Nc1ccc(CC(=O)N2CCOCC2)cc1 | i
COc1ccc(NC(=O)CSc2cc(N3CCN(c4ccccc4F)CC3)ncn2)cc1 | i
Oc1cccc(C2=NN3C(C2)c2ccccc2OC3c2cccs2)c1 (stereo not drawn) | i
COc1cc(NC(=O)c2cc(Cl)ccc2[N+](=O)[O-])ccc1N1CCCC1=O | i
COc1ccccc1CNC(=O)C1CN(C(C)=O)C1 | i
CC(C)Cc1nnc(NC(=O)CN2CCCCCC2)s1 | i
Brc1ccc(OCCN2CCOCC2)cc1 | i
COc1ccc(Cl)cc1NC(=O)Cn1c2c(c(=O)n(C3CCCCC3)c1=O)CCC2 | i
COc1cccc(Cn2c(=O)n(Cc3ccc(F)cc3)c(=O)c3nccnc32)c1 | i
COc1cccc(C(=O)NCCS(=O)(=O)NC(C)CCc2ccccc2)c1 (stereo not drawn) | i
COC(=O)c1ccc(-c2csc(NC(=O)CSCc3ccccc3)n2)cc1 | i
COCCNC(=O)c1csc(N)n1 | i
Cn1c(=NC(=O)C2CCCCN2S(C)(=O)=O)sc2cc3c(cc21)OCO3 (stereo not drawn) | i
COc1ccc(S(=O)(=O)CCC(=O)Nc2cccc(-c3nc4ccccc4s3)c2)cc1 | i
O=C(NCCOc1ccc(-c2ccccc2)nn1)c1cc2cc(Br)ccc2oc1=O | i
COc1cccc2sc(N(Cc3ccccn3)C(=O)c3cc(C)nn3C)nc12 | i
Cc1ccc2c(=O)c(-c3nc(-c4cccc(F)c4)no3)cn(CC(=O)NCCC3=CCCCC3)c2n1 | i
Cc1nc2ccccn2c1C(=O)NCCc1csc2nc(-c3cccs3)nn12 | i
CCOc1ccc(NC(=O)COc2cc(C(C)(C)C)nn2-c2nc(C)cc(C)n2)cc1 | i
Cc1cc(C)cc(N2CC(c3nc4ccccc4n3CCN3CCOCC3)CC2=O)c1 (stereo not drawn) | i

More entries:
SMILES | GIRK2 activator
COc1ccc2cc(CNc3ccc(C)cc3)c(=O)n(CC(=O)Nc3ccc(F)cc3)c2c1 | i
Cc1nn2c(NCCCN3CCOCC3)c3c(nc2c1-c1ccccc1)CCCC3 | i
O=C(NCCCO)C(=O)NC1CCCCCC1 | i
COc1cccc(C(CNS(=O)(=O)c2cc(F)ccc2F)N2CCOCC2)c1 (stereo not drawn) | i
COC(=O)c1ccc(CSc2nnc(-c3cn(C)nc3OC)n2C)cc1 | i
NC(=O)c1ccc(NC(=O)c2ccc(=O)n(Cc3ccc(F)cc3)n2)cc1 | i
COC(=O)c1cc(C(C)C)nc2c1c(-c1ccc(OC)cc1)nn2C1CCS(=O)(=O)C1 (stereo not drawn) | i
COc1ccc(CNC(=O)N2CCCSCC2CN2CCOCC2)cc1OC (stereo not drawn) | i
Cc1ccc(-n2ccnc2N2CCN(C(=O)c3cccs3)CC2)cc1 | i
COCC(=O)NCCn1nc(-c2cccnc2)ccc1=O | i
CC1(C(=O)NC2CCCCCC2)CCC(=O)N1CCC1=CCCCC1 (stereo not drawn) | i
O=C(Cn1c(=O)n(Cc2ccc3c(c2)OCO3)c(=O)c2oc3ccccc3c21)NCc1ccccc1 | i
COc1ccc(S(=O)(=O)Nc2nc(CCC(=O)NC(C)C)cs2)cc1 | i
CN(C)S(=O)(=O)c1ccc(C(=O)NCC(c2cccn2C)N2CCCC2)cc1 (stereo not drawn) | i
Cc1cc(NC(=O)c2ccc(=O)n(Cc3cccc(F)c3)n2)on1 | i
Cc1noc(C)c1CC(=O)Nc1nn(C)c2c1C(C)CC(=O)N2 (stereo not drawn) | i
O=C(NCCN1CCOCC1)C(=O)Nc1c2c(nn1-c1ccccc1)CS(=O)(=O)C2 | i
O=C(Cn1ncc2c(c1=O)N(C1CC1)C(=O)CS2)NC1CCCC1 | i
O=C(NCC(O)c1ccsc1)Nc1cccc(Cl)c1 (stereo not drawn) | i
Cc1noc(C2CN(C(=O)c3cc(-c4ccco4)[nH]n3)C2)n1 | i
COC(=O)Nc1nc(CC(=O)NCCc2ccc(OC)cc2)cs1 | i
COc1cc(NC(=O)CCCOc2ccc(C)cc2C)c(OC)cc1Cl | i
Cc1nc(-n2cccc2)sc1C(=O)N1CCN(c2ccc(-c3ccco3)nn2)CC1 | i
O=c1c2nc(N3CCOCC3)sc2c(-c2ccco2)nn1Cc1cccc(F)c1 | i
Cc1cc(C)c(S(=O)(=O)NCC2CCN(Cc3ccsc3)CC2)cc1C | i

Following part.
SMILES | GIRK2 activator
CSc1cccc(N2CC(c3nc4ccccc4n3CCN3CCOCC3)CC2=O)c1 (stereo not drawn) | i
N#Cc1ccc(Cl)cc1NC(=O)C(=O)NCC(c1cccc2ccccc12)N1CCCC1 (stereo not drawn) | i
CS(=O)(=O)c1ccc2nc(NC(=O)c3ccc(=O)n(Cc4ccccc4Cl)c3)sc2c1 | i
Cc1cccc(NC(=O)Nc2ccc3c(c2)CCC(=O)N3)c1 | i
COc1ccc(S(=O)(=O)c2c(C)cc(C)n(CC(=O)NCc3ccccc3)c2=O)cc1 | i
CC1CC(NC(=O)CN2C(=O)c3ccccc3S2(=O)=O)CC(C)(C)C1 (stereo not drawn) | i
Cc1c(Cl)cccc1NC(=O)CCN1C(=O)c2ccccc2S1(=O)=O | i
CC(CNC(=O)CC(C)(C)CC1=NS(=O)(=O)c2ccccc2N1)CSc1ccc(Cl)cc1 (stereo not drawn) | i
COC(=O)c1ccc2c(=O)n(CCN3CCCCC3)c(=S)[nH]c2c1 | i
CC(C)(C)NC(=O)C(=O)NCC1CCN(C(=O)c2cc3ccccc3o2)CC1 | i
Cc1nn(CC(O)COc2ccc3c(c2)CCC3)c(C)c1Br (stereo not drawn) | i
Cn1nccc1-c1nnc(NC(=O)C2COc3ccccc3O2)o1 (stereo not drawn) | i
O=C(/C=C/c1ccccc1Cl)NCCOc1ccc2nnc(-c3ccccc3)n2n1 | i
CC(=O)c1sc(NC(=O)C2CCCN(S(C)(=O)=O)C2)nc1-c1ccccc1 (stereo not drawn) | i
NC(=O)CSc1nc(-c2ccccc2)c(NC(=O)CCCc2ccccc2)s1 | i
COc1ccc(F)cc1S(=O)(=O)NCCC(O)c1cccs1 (stereo not drawn) | i
O=C(Cn1cc(-c2ccccc2)c(N2CCOCC2)n1)Nc1cccc(F)c1 | i
O=C(/C=C/c1ccco1)N1CCC(CNS(=O)(=O)c2ccc(OC(F)(F)F)cc2)CC1 | i
CC(=O)Nc1cccc(NC(=O)C(=O)NCC2CCN(C(=O)Oc3ccccc3)CC2)c1 | i
O=C(CCN1C(=O)c2ccccc2S1(=O)=O)Nc1ccc(Cl)c([N+](=O)[O-])c1 | i
O=C(CCN1C(=O)c2ccccc2S1(=O)=O)Nc1cc(C(F)(F)F)ccc1Cl | i
Cc1cc(NC(=O)c2ccc(S(=O)(=O)N3CCCCC3)cc2)n(C(C)C)n1 | i
CSc1ccccc1C(=O)NCC(O)(c1cccs1)C1CC1 (stereo not drawn) | i
COc1ccccc1NC(=O)N1CCC(CNC(=O)/C=C/c2ccccc2)CC1 | i

Structures above that have a thiophene ring, fused or not (14):
SMILES | GIRK2 activator
O=C(NCC(O)c1ccsc1)Nc1ccc2c(c1)OCO2 (stereo not drawn) | i
O=C(Cn1cnc(-c2cccs2)cc1=O)N1CCN(c2ncccn2)CC1 | i
COc1cccc(N2CC(C(=O)Nc3ccc4c(c3)N(C(=O)c3cccs3)CC4)CC2=O)c1 (stereo not drawn) | i
Cc1ccsc1C(O)CNC(=O)CN1C(=O)CCC1=O (stereo not drawn) | i
COc1ccccc1OCC(=O)NCC1(c2cccs2)CCCC1 | i
O=C(NCC(O)c1ccc(C(F)(F)F)cc1)C1(c2cccs2)CCCC1 (stereo not drawn) | i
CC(NC(=O)C(=O)NCCN1CCC(c2cccs2)CC1)c1ccccc1 (stereo not drawn) | i
Oc1cccc(C2=NN3C(C2)c2ccccc2OC3c2cccs2)c1 (stereo not drawn) | i
Cc1nc2ccccn2c1C(=O)NCCc1csc2nc(-c3cccs3)nn12 | i
Cc1ccc(-n2ccnc2N2CCN(C(=O)c3cccs3)CC2)cc1 | i
O=C(NCC(O)c1ccsc1)Nc1cccc(Cl)c1 (stereo not drawn) | i
Cc1cc(C)c(S(=O)(=O)NCC2CCN(Cc3ccsc3)CC2)cc1C | i
COc1ccc(F)cc1S(=O)(=O)NCCC(O)c1cccs1 (stereo not drawn) | i
CSc1ccccc1C(=O)NCC(O)(c1cccs1)C1CC1 (stereo not drawn) | i
